Pf gamet viab: late stage P. falciparum gametocyte viability inhibitors, primary screen, ATP luminescence, HTS | P. falciparum stage V gametocytes, 24 h | inhibition, % at 10.9 µM | 150,000 tested, 0.065% active | AID 743093, 2013;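 active = inhibition above the mean plus 3 SD of compounds within the control limits, set per campaign, cut at about 38% in these data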;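 also: 0% = DMSO wells and 100% = medium only without gametocytes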
Mcl1-Noxa inh: Mcl-1/Noxa binding inhibitors, primary screen, biochemical, TR-FRET, 1536-well. Induced myeloid leukemia cell differentiation protein Mcl-1 (Homo sapiens), Q07820. TR-FRET Mcl-1/Noxa peptide binding, 2 h. inhibition, % at 21.7 µM. 220,000 tested, 1.5% active. AID 1022, 2008;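 active = compounds that cut the protein-peptide binding signal by more than 50% relative to plate controls in a single-dose test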;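 also: His-tagged Mcl-1 with rhodamine Noxa BH3 peptide and terbium anti-His antibody; 0% = Mcl-1 plus Noxa peptide wells and 100% = peptide-only wells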
Cdc42 wt GTP: modulators of GTP binding to wildtype Cdc42, primary screen, biochemical, multiplex bead flow cytometry, Bodipy-GTP; Cell division control protein 42 homolog (Homo sapiens), P60953; AID 761, 2007; GST-Cdc42 beads; actives lie on both sides; 190,000 tested, 0.2% active; percent activity (GTP binding), % at 10 µM;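 active = percent activity GTP binding at least 20 points away from the 100% baseline, either down as inhibitor or up as activator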;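 also: median bead fluorescence of bound Bodipy-FL-GTP at 100 nM; 0% = excess unlabeled GTP control and 100% = no compound control; below 100% means less GTP binding so inhibitor and above means activator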
Avidin fluor: green autofluorescence of compounds with avidin beads – biophysical, 488/530 nm, flow cytometry, artefact control, profiling panel. compound fluorescence 488/530 nm; stronger effect = higher value. fluorescence (KMESF) at 10 µM. 220,000 tested, 0.38% active. AID 1775, 2009; in the data active = fluorescence above about 47; also: inactives centre near 10
Rab2A wt mod: modulators of GTP binding to Rab2A wildtype, primary screen, biochemical, dog, bead-based flow cytometry, multiplex; Ras-related protein Rab-2A (Canis lupus familiaris), P61105; GST-Rab2 wt beads, Bodipy-GTP binding; GTP binding activity, % at 10 µM; 190,000 tested, 0.19% active; AID 760, 2007;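 active = GTP binding activity at least 20 points away from 100%, either lowered or raised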;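 also: 0% = beads with excess unlabeled GTP and 100% = no-compound control corrected for plate trend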
Rac1 wt GTP bind: wildtype Rac1 GTP binding modulators, primary screen, biochemical, GST-Rac1 beads, flow cytometry, multiplex | Ras-related C3 botulinum toxin substrate 1 (Homo sapiens), P63000 | fluorescent GTP binding; actives lie on both sides; 0 = cold GTP competed, 100 = untreated | GTP binding activity (% of control), % at 10 µM | 190,000 tested, 0.27% active;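 active = GTP binding activity at least 20 points away from the 100% control level, either lower or higher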
HRas wt GTP bind: modulators of GTP binding to HRas wildtype, primary screen, biochemical, bead-based flow cytometry, multiplex. GTPase HRas (Homo sapiens), P01112. GST-Ras wt beads, Bodipy-FL-GTP binding; actives lie on both sides. GTP binding activity, % at 10 µM. 190,000 tested, 0.14% active;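 active = GTP binding activity at least 20% away from the 100% baseline, either lowered as inhibitor or raised as activator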;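 also: 0% = unlabeled GTP competition control and 100% = no-compound control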
Target sequence (P01112 whole entry, looked up): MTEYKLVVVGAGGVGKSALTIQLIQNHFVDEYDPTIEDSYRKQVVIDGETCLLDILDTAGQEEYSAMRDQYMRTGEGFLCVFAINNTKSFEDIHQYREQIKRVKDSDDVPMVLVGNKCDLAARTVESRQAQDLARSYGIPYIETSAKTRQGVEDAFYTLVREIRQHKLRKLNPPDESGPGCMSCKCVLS
ABCB1 inh: ABCB1 efflux pump inhibitors, primary screen, cell-based, multiplex, flow cytometry, ABCG2 counter-screen; ATP-dependent translocase ABCB1 (Homo sapiens), P08183; CCRF-Adr cells, JC-1 efflux; inhibition, % at 6.6 µM; 190,000 tested, 0.067% active; AID 1326, 2008; in the data active = inhibition above about 40%;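 also: 0% = vehicle and 100% = reference inhibitor; higher value means more JC-1 retained so stronger ABCB1 efflux block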
Rab7 wt modul: modulators of GTP binding to Rab7, primary screen, biochemical, wildtype, multiplex bead flow cytometry; Rab7 GTPase wild type (dog), Bodipy-FL-GTP binding; GST-Rab7 beads, fluorescent GTP binding; actives lie on both sides; untreated = 100%, excess cold GTP = 0%; GTP binding activity (percent of control), % at 10 µM; 190,000 tested, 0.055% active;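 active = fluorescent GTP binding to Rab7 beads changed by at least 20 points from the 100% baseline, either direction, mostly lower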;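 also: median green fluorescence of bound Bodipy-FL-GTP per Rab7 bead population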
ABCG2 block: ABCG2 efflux pump inhibitors, primary screen, multiplex with ABCB1, IgMXP3 cells, flow cytometry; inhibition, % at 6.6 µM; AID 1325, 2008; 190,000 tested, 0.1% active; JC-1 efflux; Broad substrate specificity ATP-binding cassette transporter ABCG2 (Homo sapiens), Q9UNQ0;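 active = inhibition above 80%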;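 also: 0% = DMSO and 100% = nicardipine control wells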
Target sequence (Q9UNQ0 whole entry, looked up): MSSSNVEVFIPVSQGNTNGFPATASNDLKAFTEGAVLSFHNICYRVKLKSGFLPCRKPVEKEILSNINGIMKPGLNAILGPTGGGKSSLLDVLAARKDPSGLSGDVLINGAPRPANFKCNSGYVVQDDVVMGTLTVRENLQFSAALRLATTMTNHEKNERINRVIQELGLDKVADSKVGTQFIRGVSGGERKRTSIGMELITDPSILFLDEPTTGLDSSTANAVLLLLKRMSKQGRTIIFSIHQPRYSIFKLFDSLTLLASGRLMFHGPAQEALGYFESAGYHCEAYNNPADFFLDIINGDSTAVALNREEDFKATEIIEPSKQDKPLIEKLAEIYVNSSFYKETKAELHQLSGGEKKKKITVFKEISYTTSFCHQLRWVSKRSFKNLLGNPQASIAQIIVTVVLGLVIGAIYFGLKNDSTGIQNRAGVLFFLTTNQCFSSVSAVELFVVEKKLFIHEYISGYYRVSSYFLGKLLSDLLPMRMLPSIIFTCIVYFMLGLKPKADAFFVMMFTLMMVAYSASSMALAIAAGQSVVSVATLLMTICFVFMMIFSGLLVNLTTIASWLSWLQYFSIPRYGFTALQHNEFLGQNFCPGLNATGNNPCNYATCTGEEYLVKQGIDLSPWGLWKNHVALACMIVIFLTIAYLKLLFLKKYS
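material = IgMXP3 (ABCG2) plus far-red-tagged CCRF-Adr (ABCB1) cells | amount = 3 million cells/mL, equal mix of both lines | also added = JC-1 transporter substrate | dosing = one concentration, 6.6 µM final | schedule = 10 min at 25 °C | measured by = flow cytometric JC-1 green MFI at 530 nm | read-out basis = percent efflux inhibition, scaled nicardipine 100% to DMSO 0%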
Rac1 mut GTP: GTP binding modulators of activated mutant Rac1, primary screen, biochemical, bead-based flow cytometry, multiplex, fluorescent GTP; Ras-related C3 botulinum toxin substrate 1 (Homo sapiens), P63000; GST-Rac1 activated beads; actives lie on both sides; 100% means binding = to untreated wells; 190,000 tested, 0.11% active; percent activity (GTP binding), % at 10 µM;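 active = GTP binding at least 20 percentage points away from the 100% baseline, in either direction, so actives lie on both sides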
Starred values were filed as active, the others as inactive; / = not tested or not shown.

Screens by letter – A = Pf gamet viab; B = Mcl1-Noxa inh; C = Cdc42 wt GTP; D = Avidin fluor; E = Rab2A wt mod; F = Rac1 wt GTP bind; G = HRas wt GTP bind; H = ABCB1 inh; I = Rab7 wt modul; J = ABCG2 block; K = Rac1 mut GTP
CCC(C)N1C(=O)N(C)C2NC(=O)NC21 (stereo not given)
  A: -20.1; B: -11.1; C: 94.0; D: 9; E: 97.0; F: 102.0; G: 99.0; H: 0.7; I: 105.0; J: 2.3; K: 98.0
O=C(NCc1cccs1)c1cccn2c(=O)c3sccc3nc12
  A: 8.8; B: -7.8; C: 63.0*; D: 12; E: 63.0*; F: 55.0*; G: 66.0*; H: 18.3; I: 92.0; J: 28.8; K: 77.0*
Cc1ccc(-c2cc(-c3ccccc3)c(C#N)c(N)n2)o1
  A: /; B: 64.6*; C: 95.0; D: 14; E: 91.0; F: 93.0; G: 95.0; H: -0.4; I: 96.0; J: -1.9; K: 94.0
COc1ccc(-c2nn(-c3ccccc3)cc2/C=C/C(=O)NCCCn2ccnc2)cc1OC
  A: -20.5; B: -3.5; C: 97.0; D: 12; E: 97.0; F: 98.0; G: 96.0; H: -0.5; I: 97.0; J: -0.7; K: 97.0
COC(=O)C1(C(F)(F)F)N=C2Sc3ccccc3N2C(N2CCOCC2)=N1 (stereo not given)
  A: /; B: 12.7; C: 100.0; D: 8; E: 103.0; F: 102.0; G: 102.0; H: 0.3; I: 103.0; J: 0.8; K: 98.0
N=c1c2c3c(sc2ncn1CCN1CCOCC1)CCCC3
  A: /; B: 7.8; C: 100.0; D: 10; E: 101.0; F: 104.0; G: 100.0; H: 0.0; I: 99.0; J: 11.3; K: 102.0
COc1ccc(CCNC(=O)Cn2cccc2C(=O)c2ccccc2C)cc1OC
  A: 20.6; B: -0.8; C: 103.0; D: 12; E: 101.0; F: 106.0; G: 101.0; H: 0.5; I: 100.0; J: -0.7; K: 99.0
C=C(C)c1cccc(C(C)(C)NC(=O)Nc2cc(C)ccc2OC)c1
  A: 17.6; B: -4.7; C: 98.0; D: 14; E: 98.0; F: 97.0; G: 99.0; H: 1.4; I: 97.0; J: 4.3; K: 98.0
Cc1nn(C)c(Cl)c1C(=O)NCC(=O)Nc1ccc(C(C)C)cc1
  A: 13.7; B: 1.5; C: 101.0; D: 10; E: 99.0; F: 99.0; G: 99.0; H: 0.4; I: 101.0; J: 4.1; K: 95.0
Cn1c(=O)c(C(=O)NCCO)c(O)c2ccccc21
  A: -4.0; B: -41.7; C: 98.0; D: 14; E: 100.0; F: 98.0; G: 99.0; H: 2.1; I: 101.0; J: 45.7; K: 96.0
NC(=NCCc1ccccc1)NS(=O)(=O)c1cccs1
  A: /; B: -0.1; C: 101.0; D: 13; E: 100.0; F: 103.0; G: 99.0; H: 1.0; I: 104.0; J: 1.7; K: 97.0
CC1(C)OC(=O)N(CCc2ccccc2)C1(C)O (stereo not given)
  A: 4.9; B: 4.5; C: 101.0; D: 17; E: 100.0; F: 99.0; G: 98.0; H: 0.7; I: 99.0; J: 2.5; K: 100.0
CCCCCCSC1=C(C#N)C(=O)NC2(CCCCC2)S1
  A: /; B: 6.1; C: 97.0; D: 4; E: 99.0; F: 99.0; G: 98.0; H: -0.3; I: 99.0; J: -0.3; K: 97.0
COc1ccc(C(=O)N(c2ccccc2)C2C=CS(=O)(=O)C2)cc1 (stereo not given)
  A: /; B: -30.1; C: 101.0; D: 13; E: 100.0; F: 99.0; G: 102.0; H: -5.7; I: 99.0; J: -5.7; K: 99.0
Cc1cnc(NC(=O)C2(c3ccccc3)CC2)s1
  A: /; B: 1.6; C: 92.0; D: 9; E: 96.0; F: 95.0; G: 95.0; H: 0.4; I: 100.0; J: 0.5; K: 93.0

2 entries picked at random from those above:
Screens by letter – A = Pf gamet viab; B = Mcl1-Noxa inh; C = Cdc42 wt GTP; D = Avidin fluor; E = Rab2A wt mod; F = Rac1 wt GTP bind; G = HRas wt GTP bind; H = ABCB1 inh; I = Rab7 wt modul; J = ABCG2 block; K = Rac1 mut GTP
Cc1nn(C)c(Cl)c1C(=O)NCC(=O)Nc1ccc(C(C)C)cc1
  A: 13.7; B: 1.5; C: 101.0; D: 10; E: 99.0; F: 99.0; G: 99.0; H: 0.4; I: 101.0; J: 4.1; K: 95.0
COc1ccc(-c2nn(-c3ccccc3)cc2/C=C/C(=O)NCCCn2ccnc2)cc1OC
  A: -20.5; B: -3.5; C: 97.0; D: 12; E: 97.0; F: 98.0; G: 96.0; H: -0.5; I: 97.0; J: -0.7; K: 97.0

Next section:
Screens by letter – A = Pf gamet viab; B = Mcl1-Noxa inh; C = Cdc42 wt GTP; D = Avidin fluor; E = Rab2A wt mod; F = Rac1 wt GTP bind; G = HRas wt GTP bind; H = ABCB1 inh; I = Rab7 wt modul; J = ABCG2 block; K = Rac1 mut GTP
Cc1ccc(NC(=S)c2nc3ccccc3s2)cc1
  A: -1.8; B: 8.3; C: 106.0; D: 9; E: 102.0; F: 106.0; G: 104.0; H: -0.1; I: 101.0; J: -0.3; K: 101.0
Cc1ccc(CCP(=O)(O)CN2CCOCC2)cn1
  A: /; B: 12.9; C: 107.0; D: 10; E: 105.0; F: 110.0; G: 105.0; H: 0.2; I: 104.0; J: 1.6; K: 101.0
Cc1ccc(C(C(=O)NCc2ccco2)N(C(=O)Cc2cccs2)c2cccnc2)cc1 (stereo not given)
  A: -3.2; B: 2.2; C: 97.0; D: 10; E: 94.0; F: 96.0; G: 96.0; H: 0.2; I: 96.0; J: 0.4; K: 95.0
CCOc1ccc(-c2ccc(SCC)nn2)cc1
  A: 0.5; B: -4.2; C: 98.0; D: 23; E: 97.0; F: 100.0; G: 98.0; H: -0.2; I: 100.0; J: 4.8; K: 96.0
COC(=O)c1ccc(CN(C)S(=O)(=O)c2ccc(C)cc2)o1
  A: /; B: -5.1; C: 97.0; D: 20; E: 97.0; F: 97.0; G: 97.0; H: -0.1; I: 101.0; J: 0.4; K: 97.0
COc1ccccc1N1CCN(C(CNC(=O)C2CCCCC2)c2cccnc2)CC1 (stereo not given)
  A: /; B: -27.1; C: 98.0; D: 26; E: 98.0; F: 102.0; G: 100.0; H: 1.1; I: 97.0; J: 5.7; K: 96.0

Reformatted in CSV form: six of the compounds above
Compound,Pf gamet viab,Mcl1-Noxa inh,Cdc42 wt GTP,Avidin fluor,Rab2A wt mod,Rac1 wt GTP bind,HRas wt GTP bind,ABCB1 inh,Rab7 wt modul,ABCG2 block,Rac1 mut GTP
Cc1ccc(NC(=S)c2nc3ccccc3s2)cc1,-1.8,8.3,106.0,9,102.0,106.0,104.0,-0.1,101.0,-0.3,101.0
Cc1ccc(CCP(=O)(O)CN2CCOCC2)cn1,/,12.9,107.0,10,105.0,110.0,105.0,0.2,104.0,1.6,101.0
Cc1ccc(C(C(=O)NCc2ccco2)N(C(=O)Cc2cccs2)c2cccnc2)cc1 (stereo not given),-3.2,2.2,97.0,10,94.0,96.0,96.0,0.2,96.0,0.4,95.0
CCOc1ccc(-c2ccc(SCC)nn2)cc1,0.5,-4.2,98.0,23,97.0,100.0,98.0,-0.2,100.0,4.8,96.0
COC(=O)c1ccc(CN(C)S(=O)(=O)c2ccc(C)cc2)o1,/,-5.1,97.0,20,97.0,97.0,97.0,-0.1,101.0,0.4,97.0
COc1ccccc1N1CCN(C(CNC(=O)C2CCCCC2)c2cccnc2)CC1 (stereo not given),/,-27.1,98.0,26,98.0,102.0,100.0,1.1,97.0,5.7,96.0

Compound activity: PubChem BioAssay, several laboratories
